Screening data (PubChem BioAssay)
Pol eta inh: qHTS for Inhibitors of Polymerase Eta; DNA polymerase eta (Homo sapiens), Q9Y253; recombinant Pol eta, fluorescent DNA replication assay; Potency, µM (highest dose often 114 µM), without a hit: at the top dose activity change, negative = inhibition, usual class: inhibitors; 390,000 tested, 1.2% active; also: potency is read from the fitted curve at half-maximal effect; % is scaled to controls: 0 for no effect and ±100 for the full control effect
Target sequence (Q9Y253 whole entry, looked up): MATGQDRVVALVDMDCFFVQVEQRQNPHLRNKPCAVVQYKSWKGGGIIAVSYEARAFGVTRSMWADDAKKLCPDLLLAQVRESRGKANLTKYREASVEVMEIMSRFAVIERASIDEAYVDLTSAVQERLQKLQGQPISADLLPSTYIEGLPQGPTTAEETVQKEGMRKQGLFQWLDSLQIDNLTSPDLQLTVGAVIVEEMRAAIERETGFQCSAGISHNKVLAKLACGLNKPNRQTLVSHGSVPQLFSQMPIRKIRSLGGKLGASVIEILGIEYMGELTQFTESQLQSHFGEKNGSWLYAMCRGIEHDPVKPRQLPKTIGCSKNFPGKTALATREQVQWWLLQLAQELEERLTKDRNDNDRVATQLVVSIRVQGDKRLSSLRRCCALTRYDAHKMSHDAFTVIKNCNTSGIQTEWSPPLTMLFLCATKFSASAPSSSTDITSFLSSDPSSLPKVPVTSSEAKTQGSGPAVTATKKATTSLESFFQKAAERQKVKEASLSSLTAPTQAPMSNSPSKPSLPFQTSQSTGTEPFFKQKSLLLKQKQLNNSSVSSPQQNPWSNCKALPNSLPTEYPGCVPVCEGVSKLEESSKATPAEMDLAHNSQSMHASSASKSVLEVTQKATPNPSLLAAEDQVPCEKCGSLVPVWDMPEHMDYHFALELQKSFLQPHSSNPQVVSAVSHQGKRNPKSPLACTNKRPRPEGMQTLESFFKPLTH
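Pol eta (10 nM) was preincubated with compounds for 15 min at room temperature, after which fluorescent replication substrate (50 nM final) was added to start the reaction. Fluorescence was read kinetically at 0 and 10 min.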
G9a block: qHTS Assay for Inhibitors of Histone Lysine Methyltransferase G9a | Histone-lysine N-methyltransferase EHMT2 (Homo sapiens), Q96KQ7 | G9a H3K9 monomethylation, AlphaScreen, 2 h | Potency, µM (highest dose often 102 µM), for the others: at the top dose activity, negative = inhibition, hits mostly inhibitors | 350,000 tested, 8.8% active | AID 504332, 2011; also: potency is read from the fitted curve at half-maximal effect; % is scaled to controls: 0 for no effect and ±100 for the full control effect; nearly all actives have a fitted effect of over 75% in size
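Readings reflect AlphaScreen signal from monomethyl-H3K9 antibody detection. HMT at 20 nM; substrate b-H3K9 500 nM; cofactor SAM 20 uM; 2 h RT reaction; compounds tested as titrations in qHTS with 15 min preincubation.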
Pin1 inhibitor: qHTS Assay to Find Inhibitors of Pin1. Potency, µM (titrated, usually from 115 µM), inactives show top-dose activity, negative = inhibition, hits mostly inhibitors. AID 504891, 2011. Pin1 FP peptide displacement, HiFluor488, 10 min. Peptidyl-prolyl cis-trans isomerase NIMA-interacting 1 (Homo sapiens), Q13526. 390,000 tested, 0.009% active; active = well fitted inhibition curve with a large enough effect in the polarisation, with a control signal flat, not every such curve was filed as active; inconclusive = small, poorly fitted or top-dose-only effect, or effect the other way, or a change in a side signal; inactive = no such curve, though single readings can be large or run the other way; the % refers to the polarisation; also: potency is read from the fitted curve at half-maximal effect; % is scaled to controls: 0 for no effect and ±100 for the full control effect
Target sequence (Q13526 whole entry, looked up): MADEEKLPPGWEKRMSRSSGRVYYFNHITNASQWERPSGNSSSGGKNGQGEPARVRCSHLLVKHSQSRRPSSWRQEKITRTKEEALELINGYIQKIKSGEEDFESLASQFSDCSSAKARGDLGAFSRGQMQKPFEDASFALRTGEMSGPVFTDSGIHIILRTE
BAZ2B inh: qHTS Assay for Inhibitors of BAZ2B; 360,000 tested, 4.4% active; Potency, µM (doses to about 114 µM), for the others: at the top dose activity change, negative = inhibition, actives largely listed as inhibitors; Bromodomain adjacent to zinc finger domain protein 2B (Homo sapiens), Q9UIF8; AlphaScreen BAZ2B-H3K14Ac peptide displacement; also: potency is read from the fitted curve at half-maximal effect; % is scaled to controls: 0 for no effect and ±100 for the full control effect; nearly all actives have a fitted effect of over 60% in size
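BAZ2B (50 nM) with biotin-H3(5-23)K14Ac peptide (50 nM) in PBS pH 7.4, 0.01% Tween-20, preformed 30 min, then compound 30 min at room temperature; top concentration 110uM. AlphaScreen streptavidin donor/nickel chelate acceptor beads (10 ug/mL final), 20 min dark, signal read.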
GLS inh: qHTS for Inhibitors of Glutaminase (GLS); GLS enzymatic activity, qHTS titration; Potency, µM (highest dose often 45.5 µM), without a hit: top-dose activity change, negative = inhibition, hits mostly inhibitors; Glutaminase kidney isoform, mitochondrial (Homo sapiens), O94925; 410,000 tested, 0.21% active; also: potency is read from the fitted curve at half-maximal effect; % is scaled to controls: 0 for no effect and ±100 for the full control effect
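Coupled fluorescence readout: glutamate oxidase/HRP/Amplex Red detect glutamate formed by hKGA from L-glutamine (1 mM solution added). Buffer 45 mM KH2PO4 pH 8.2, 0.02% Tween-20; reads at t0 and 30 min RT.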
JMJD2A Tudor inh: qHTS Assay for Inhibitors of JMJD2A-Tudor Domain. AID 504339, 2011. Lysine-specific demethylase 4A (Homo sapiens), O75164. 390,000 tested, 4.4% active. AlphaScreen JMJD2A-Tudor / H3K4me3 peptide binding. Potency, µM (doses to about 114 µM), for inactives: top-dose activity change, negative = inhibition, most hits filed as inhibitors; also: potency is read from the fitted curve at half-maximal effect; % is scaled to controls: 0 for no effect and ±100 for the full control effect; nearly all actives have a fitted effect of over 50% in size
HP1b binding inh: HTS for Inhibitors of HP1-beta Chromodomain Interactions with Methylated Histone Tails; AID 540317, 2011; 390,000 tested, 0.56% active; Chromobox protein homolog 1 (Homo sapiens), P83916; Potency, µM (doses to about 114 µM), for inactives: at the highest dose activity change, negative = inhibition, actives largely listed as inhibitors; AlphaScreen HP1-beta / biotin-H3K9me3 peptide binding; also: potency is read from the fitted curve at half-maximal effect; nearly all actives have a fitted effect of over 70% in size; inactives centre near 23
Target sequence (P83916 whole entry, looked up): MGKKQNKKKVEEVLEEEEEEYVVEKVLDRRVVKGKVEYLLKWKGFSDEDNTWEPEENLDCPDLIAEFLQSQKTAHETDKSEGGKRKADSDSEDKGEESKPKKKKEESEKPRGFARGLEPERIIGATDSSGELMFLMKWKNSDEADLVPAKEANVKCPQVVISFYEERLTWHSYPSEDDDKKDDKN
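AlphaScreen: HP1-beta (50 nM) preformed 30 min with biotin-H3(1-18)K9me3 peptide (50 nM) in PBS pH 7.4, 0.01% Tween-20. Compound added for 30 min at RT, then streptavidin donor/nickel chelate acceptor beads (10 ug/mL) for 30 min.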
PI4K2A inh: qHTS for small molecular inhibitors of PI4K2A; purified PI4K2A, ADP-Glo luminescence, 1 h; hits give low values; 420,000 tested, 0.13% active; activity change, negative = inhibition, % at 76.9 µM; AID 1346378, 2018; in the data active = activity change below about -50%; inconclusive = mostly about -30% to -49%;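 also: -100% = wells without enzyme as full effect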
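ADP-Glo luminescence measured ADP generated by PI4K2A enzyme (4 ug/mL before mixing) with 1.2 mM PI substrate (pre-mix) and 300 microM ATP (pre-mix). Tris pH7.5 buffer with MgCl2, Triton X-100; 1 h reaction at ambient temperature.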
PGK inhibitor: qHTS Assay to Find Inhibitors of Phosphoglycerate Kinase | Phosphoglycerate kinase, glycosomal (Trypanosoma brucei brucei), P07378 | Potency, µM (highest dose often 57.5 µM), inactives show at the highest dose activity change, negative = inhibition, most hits filed as inhibitors | PGK/GAPDH coupled, Kinase-Glo luminescence, 60 min | 380,000 tested, 0.043% active | AID 602233, 2012; also: potency is read from the fitted curve at half-maximal effect; % is scaled to controls: 0 for no effect and ±100 for the full control effect; nearly all actives have a fitted effect of over 60% in size
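Recombinant glycosomal PGK reaction used 1,3-bisphosphoglycerate generated in-well by GAPDH (100nM final) in 100mM TEA pH 7.6, 5mM MgCl2, 0.01% Tween-20. After 60 minutes at room temperature, ATP was read by Kinase-Glo Plus luminescence end-point.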
The depositor's hits bear a star; i = inactive; u = inconclusive; x = not tested or not shown; [ ] = remark or other dose. Unless noted, calls follow the shape of the dose curve; as a rule, active = well fitted curve in the direction sought with a large enough effect; inconclusive = small, poorly fitted or top-dose-only effect, or another doubt; inactive = no such curve, though single readings can be large; an effect the other way counts as inactive or inconclusive. An excerpt. The share of hits here may be higher or lower than overall.

| cpd | Molecule | Pol eta inh | G9a block | Pin1 inhibitor | BAZ2B inh | GLS inh |
| --- | --- | --- | --- | --- | --- | --- |
| 1 | Cc1cc(C)cc(NC(=O)C2CC(=O)n3ncnc3N2)c1 (stereo not given) | -17% | x | 0% | -5% | 0% |
| 2 | NNc1nc(Nc2ccccc2)nc(Nc2ccccc2)n1 | -13% | 35% | 5% | 22µM* | -7% |
| 3 | COc1ccc2c(c1)c1nc3ccccc3nc1n2Cc1ccc(OC)c(OC)c1 | u | 3% | u | 18% | 6% |
| 4 | Cn1c2ccccc2c(=O)c2cc(C#CC3(O)CCCCC3)ccc21 | -4% | x | u | 6% | -5% |
| 5 | C=C1CSc2nc(=O)c3c(C)c(C)sc3n21 | 7% | 2%[59 µM] | -1% | 14% | 10% |
| 6 | COc1cc(C2CC(=O)Nc3c2c(=O)n(C)c2ncnn32)cc(OC)c1OC (stereo not given) | -4% | -31%[59 µM] | 0% | -24% | -24% |
| 7 | COC(=O)C(Cc1ccc(O)cc1)NC(=O)C(C)Oc1ccccc1 (stereo not given) | -9% | -21%[59 µM] | 4% | 0% | 22% |
| 8 | CN(C(=O)CN1C(=O)c2ccccc2S1(=O)=O)C1CCCCC1 | -9% | x | u | x | -3% |
| 9 | CCN(CC(=O)Nc1ccc(NC(C)=O)cc1)C(=O)c1ccc(N2CCCC2)c([N+](=O)[O-])c1 | -24% | u | 3% | -21% | 1% |
| 10 | COc1cc(OC)c(C2=NOC(C(=O)NCc3cccnc3)C2)cc1Cl (stereo not given) | -11% | x | -5% | 9% | -1% |
| 11 | O=C(NC1CC1)c1cccc(NC(=O)C2CCN(S(=O)(=O)c3cccc(C(F)(F)F)c3)CC2)c1 | -7% | x | -2% | x | 1% |
| 12 | Cc1ccc2c(c1)C(=O)OC(C(=O)Nc1ncc(Cc3ccc(Cl)cc3)s1)C2 (stereo not given) | -8% | 5%[59 µM] | 32%[activator] | -6% | -14% |

| cpd | JMJD2A Tudor inh | HP1b binding inh | PI4K2A inh | PGK inhibitor |
| --- | --- | --- | --- | --- |
| 1 | -8% | 30% | -5 | -9% |
| 2 | -29% | 40%[activator] | -1 | -3% |
| 3 | 5% | 60%[activator] | -3 | -10% |
| 4 | -5% | 51%[activator] | -19 | -13% |
| 5 | -6% | 17% | -1 | -6% |
| 6 | -12% | 10% | -7 | -17% |
| 7 | -3% | 8% | 6 | i |
| 8 | 1% | 28% | 1 | -6% |
| 9 | -9% | 22% | -7 | i |
| 10 | 7% | 28% | -3 | 8% |
| 11 | -1% | 41%[activator] | 3 | -1% |
| 12 | -10% | 15% | 0 | -7% |

| cpd | Molecule | Pol eta inh | G9a block | Pin1 inhibitor | BAZ2B inh | GLS inh |
| --- | --- | --- | --- | --- | --- | --- |
| 13 | O=C(Cn1ncc2c(=O)oc3ccccc3c21)NCc1ccc(Cl)cc1 | 0% | -38%[59 µM] | 5% | -3% | -7% |
| 14 | Cc1ccc(-c2noc(-c3nnn(CC(=O)Nc4cc(Cl)ccc4C)c3N)n2)cc1 | x | 6%[59 µM] | 3% | -5% | 5% |
| 15 | COc1cccc(N(CC(=O)NCCSCc2ccc(C)cc2)S(C)(=O)=O)c1 | -4% | 14%[59 µM] | 0% | -31% | 2% |
| 16 | COc1ccc(/C(C)=N/N2CCCCC2)c(O)c1 | -8% | 8% | 1% | 2% | 16% |
| 17 | Nc1ncnc2c1ncn2[C@@H]1O[C@H](CNS(=O)(=O)C2CC2)[C@@H](O)[C@H]1O | -4% | x | 1% | x | 0% |
| 18 | CNc1nc(=O)n(C2CCCO2)cc1C (stereo not given) | -21% | x | -7% | x | -5% |
| 19 | CC#CC(=O)N1CCCC(C(=O)c2ccc(SC)cc2)C1 (stereo not given) | 0% | 13% | 6% | -5% | 4% |
| 20 | Cc1ccc(N2C(=O)C3ON(c4ccccc4)C(c4ccncc4)C3C2=O)c(C)c1 (stereo not given) | -17% | -13%[12.7 µM] | 2% | -6% | -1% |
| 21 | Cn1c(C(O)c2ccccc2)nc(Cl)c1Cl (stereo not given) | -8% | -32% | -7% | 4% | 1% |
| 22 | CCNC(=O)Cn1cc(C(F)(F)F)cc(Cl)c1=O | 27% | 21%[59 µM] | -5% | 1% | 1% |
| 23 | CCN(c1ccccc1)S(=O)(=O)c1ccc(Cl)c(NC(=O)COC(=O)c2ccc(Cl)c(N)c2)c1 | -3% | 20%[59 µM] | 26% | 5% | 2% |
| 24 | CCN1C(=O)C2(C(C(=O)c3ccc(C)o3)=C(O)C(=O)N2CCCN2CCOCC2)c2ccccc21 (stereo not given) | -7% | u | -4% | 15% | 5% |

| cpd | JMJD2A Tudor inh | HP1b binding inh | PI4K2A inh | PGK inhibitor |
| --- | --- | --- | --- | --- |
| 13 | -15% | 21% | 3 | 0% |
| 14 | -16% | 12% | 2 | x |
| 15 | -6% | 19% | 3 | 2% |
| 16 | 14% | 40%[activator] | -1 | -7% |
| 17 | -1% | 27% | -19 | i |
| 18 | -6% | 26% | 0 | -3% |
| 19 | -1% | 29% | 2 | 2% |
| 20 | -10% | 58% | -2 | -8% |
| 21 | -36% | 17% | 6 | -4% |
| 22 | 1%[11.4 µM] | 62%[activator] | -1 | -8% |
| 23 | -28% | 8% | 5 | -7% |
| 24 | -8% | 28% | -3 | -1%[11.5 µM] |

Only Pin1 inhibitor, for 2 of the compounds above:
item | smiles | Pin1 inhibitor
20 | Cc1ccc(N2C(=O)C3ON(c4ccccc4)C(c4ccncc4)C3C2=O)c(C)c1 (stereo not given) | 2%
21 | Cn1c(C(O)c2ccccc2)nc(Cl)c1Cl (stereo not given) | -7%

Returning to the listing with the 2 entries that preceded the break.
| cpd | Molecule | Pol eta inh | G9a block | Pin1 inhibitor | BAZ2B inh | GLS inh |
| --- | --- | --- | --- | --- | --- | --- |
| 23 | CCN(c1ccccc1)S(=O)(=O)c1ccc(Cl)c(NC(=O)COC(=O)c2ccc(Cl)c(N)c2)c1 | -3% | 20%[59 µM] | 26% | 5% | 2% |
| 24 | CCN1C(=O)C2(C(C(=O)c3ccc(C)o3)=C(O)C(=O)N2CCCN2CCOCC2)c2ccccc21 (stereo not given) | -7% | u | -4% | 15% | 5% |
| 25 | O=C(Nc1cccc(Cl)c1)Nc1ccccc1C(=O)O | -1% | u | 6% | -11% | 1% |
| 26 | O=C(Nc1ccn(Cc2ccccc2F)n1)c1ccc(COc2ccc(Cl)cc2Cl)o1 | 5% | 0% | 31%[activator] | 2% | 1% |
| 27 | CCOC(=O)c1ccc(NC(=O)CNC(=O)C2CCCCC2)cc1 | -1% | 2%[59 µM] | -5% | 22% | 17% |
| 28 | CSc1nc(C)cc(OCC(=O)N2CCOCC2)n1 | -14% | 36%[59 µM] | -2% | -6% | 4% |
| 29 | O=C(Nc1cccnc1)C1CCCN(c2ncnc3c2nc2n3CCCCC2)C1 (stereo not given) | 6% | 5% | 0% | -4% | -4% |
| 30 | CCOC(=O)c1[nH]c2ccccc2c1NC(=O)Nc1ccc(OC)cc1 | -12% | 50µM* | 1% | 12% | 1% |
| 31 | CN(Cc1ccccc1)C(=O)c1cccc(NC(=O)Cc2ccc(NC(=O)C3CCN(S(=O)(=O)c4cccc([N+](=O)[O-])c4)CC3)cc2)c1 | 2% | x | 30%[activator] | x | 0% |
| 32 | O=C(Nc1ccccc1Oc1ccccc1)c1cccs1 | -21% | 72%[activator] | 4% | 47%[activator] | 0% |
| 33 | COc1ccc(OC)c(S(=O)(=O)N2CCC(C(=O)NC3CC3)CC2)c1 | -6% | 12%[59 µM] | 3% | 7% | -6% |
| 34 | COC(=O)c1ccccc1NC(=O)C(CCS(C)(=O)=O)NC(C)=O (stereo not given) | -10% | -8%[12.7 µM] | 4% | 12% | 11% |

| cpd | JMJD2A Tudor inh | HP1b binding inh | PI4K2A inh | PGK inhibitor |
| --- | --- | --- | --- | --- |
| 23 | -28% | 8% | 5 | -7% |
| 24 | -8% | 28% | -3 | -1%[11.5 µM] |
| 25 | -9% | 38%[activator] | -15 | -4% |
| 26 | -15% | 17% | 2 | -7% |
| 27 | -21% | 16% | 1 | -7% |
| 28 | -11% | 19% | 3 | 10% |
| 29 | -6% | 31%[activator] | 0 | -1% |
| 30 | -4% | 18% | 0 | -2% |
| 31 | -22% | 29% | -3 | -1% |
| 32 | 56%[activator] | 69%[activator] | 4 | -7% |
| 33 | -12% | 12% | 1 | -4% |
| 34 | -5% | 15% | 7 | 6% |

Quoted from the listing.
`Nc1ncnc2c1ncn2[C@@H]1O[C@H](CNS(=O)(=O)C2CC2)[C@@H](O)[C@H]1O` – JMJD2A Tudor inh: -1%
`CN(Cc1ccccc1)C(=O)c1cccc(NC(=O)Cc2ccc(NC(=O)C3CCN(S(=O)(=O)c4cccc([N+](=O)[O-])c4)CC3)cc2)c1` – JMJD2A Tudor inh: -22%
